Bioassay records deposited in PubChem by several laboratories.
RAM inhibit = yeast RAM network inhibition | S. cerevisiae dse1pr::URA3 reporter, 5-FOA growth OD615, 2 d; analog-sensitive cbk1-as2 kinase mutant strain | inhibition, % at 50 µM | 190,000 tested, 1.8% active;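 active = inhibition above a set limit, 3 SD over mean compound inhibition, cut at about 8.4% in these data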;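 also: 0% = DMSO-only wells with no growth and 100% = 10 µM 1-NA-PP1 full growth; inhibition rescues growth on 5-FOA so higher OD means more RAM inhibition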
PMI act hi M6P = PMI (human) activation, high substrate | 190,000 tested, 0.34% active | P34949 | activation factor at 20 µM | coupled PMI enzyme assay, resazurin fluorescence, 20 min; hits give high values; 1 = untreated enzyme, 0 = substrate-free blank;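 active = activation factor of 2 or more at 20 µM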
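Material: human phosphomannose isomerase with PGI, G6PDH, diaphorase coupling enzymes; amount: PMI at 15 ng/mL final; also added: Mannose-6-phosphate 1.0 mM (near-saturating) plus 0.22 mM NADP+; incubation: enzyme reaction with compound 20 min at room temperature; signal: resorufin fluorescence (Ex 544/Em 590 nm) from resazurin via diaphorase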
S1P3 antag = blocks the human S1P3 receptor. Q99500. AID 485. inhibition, % at 4.98 µM. CHO S1P3 NFAT-BLA reporter, FRET fluorescence, antagonist mode. 170,000 tested, 0.27% active;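 active = inhibition above the plate cutoff, the mean inhibition of test wells on that plate plus 3 SD, cut at about 28% in these data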;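 also: cells challenged with S1P at its EC80 of 0.8 µM; blue over green emission ratio from cleaved BLA substrate after 4 h stimulation; 0% = S1P-stimulated wells and 100% = unstimulated DMSO-only wells; some compounds past the cut are filed as inactive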
TLR4-MyD88 BLA = TLR4-MyD88 interaction inhibition in cells; inhibition, % at 8.4 µM; O00206+Q99836; 200,000 tested, 0.18% active; HeLa CL3-4 TLR4/MyD88 BLA complementation, FRET ratio; in the data active = inhibition above about 25%;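 also: 0% = vehicle and 100% = reference inhibitor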
Target sequence (O00206 whole entry, looked up): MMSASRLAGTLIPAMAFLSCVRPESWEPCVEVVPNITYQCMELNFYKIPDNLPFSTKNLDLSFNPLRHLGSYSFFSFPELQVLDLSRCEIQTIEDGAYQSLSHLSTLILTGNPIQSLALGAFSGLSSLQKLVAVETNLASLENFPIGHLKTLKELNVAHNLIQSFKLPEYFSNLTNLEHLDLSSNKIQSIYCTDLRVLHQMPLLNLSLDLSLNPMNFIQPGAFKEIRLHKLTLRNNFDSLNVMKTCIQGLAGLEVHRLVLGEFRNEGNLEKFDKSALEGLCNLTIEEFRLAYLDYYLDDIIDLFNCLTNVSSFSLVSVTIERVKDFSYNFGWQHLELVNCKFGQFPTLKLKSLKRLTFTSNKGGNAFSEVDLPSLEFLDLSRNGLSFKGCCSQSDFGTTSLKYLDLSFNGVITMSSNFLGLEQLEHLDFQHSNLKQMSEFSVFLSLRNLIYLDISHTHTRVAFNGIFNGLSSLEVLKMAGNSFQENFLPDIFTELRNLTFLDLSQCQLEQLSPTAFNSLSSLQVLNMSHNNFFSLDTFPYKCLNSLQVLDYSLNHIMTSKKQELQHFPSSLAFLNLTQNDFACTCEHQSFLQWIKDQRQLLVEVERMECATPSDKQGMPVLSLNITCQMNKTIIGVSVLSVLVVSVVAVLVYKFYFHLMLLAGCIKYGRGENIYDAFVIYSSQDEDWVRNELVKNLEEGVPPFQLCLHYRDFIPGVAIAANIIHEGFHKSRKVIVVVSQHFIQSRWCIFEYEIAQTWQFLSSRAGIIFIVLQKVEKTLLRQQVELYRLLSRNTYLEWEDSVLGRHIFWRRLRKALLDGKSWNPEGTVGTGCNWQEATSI
Target sequence (Q99836 whole entry, looked up): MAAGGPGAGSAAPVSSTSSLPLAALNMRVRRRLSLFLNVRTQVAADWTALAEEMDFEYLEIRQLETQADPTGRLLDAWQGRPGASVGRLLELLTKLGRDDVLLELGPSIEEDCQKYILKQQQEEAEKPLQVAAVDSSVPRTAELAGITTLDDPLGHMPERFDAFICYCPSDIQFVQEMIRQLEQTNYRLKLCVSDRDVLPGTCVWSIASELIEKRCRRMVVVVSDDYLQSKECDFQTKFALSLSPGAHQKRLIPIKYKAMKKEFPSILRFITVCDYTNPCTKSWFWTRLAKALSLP
Hsp70 act = Hsp70 transcriptional activation, primary screen; HeLa Hsp70 promoter luciferase reporter, luminescence; scaled: vehicle 0, proteasome-inhibitor control 100%; activation, % at 10 µM; 200,000 tested, 0.04% active;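 active = activation above the mean across all tested compounds plus 3 SD, cutoff set per campaign, cut at about 5.5% in these data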;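 also: 100% = MG132 at 30 µM as the positive control and 0% = DMSO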
DTT redox prof = compounds producing H2O2 with reducing agent – biochemical, NIH compound library profiling, artefact control for MLSCN library redox annotation, primary screen; AID 878; 200,000 tested, 0.03% active; activation, % at 10 µM; DTT-dependent redox cycling H2O2, phenol red/HRP absorbance; 100% = 100 µM peroxide control, 0% = buffer;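 active = activation of at least 50% relative to the plate's high and low controls in the primary single-dose screen; inactive = activation below 50%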;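 also: compound incubated with DTT at 0.8 mM final as the reducing agent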
PMI act = activators of human phosphomannose isomerase; P34949; purified human PMI, coupled resazurin fluorescence, 20 min; hits give high values; 1 = vehicle control, 0 substrate-free wells; activation factor at 20 µM; 190,000 tested, 0.005% active; AID 1214;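 active = activation factor of 2 or more at 20 µM, relative to plate controls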
Diaphorase inh = counter-screen for diaphorase-based assays: diaphorase inhibitors and chemical oxidizers | 190,000 tested, 0.69% active | inhibition, % at 20 µM | diaphorase resazurin-to-resorufin fluorescence, NADH, 16 min; bacterial (C. kluyveri) enzyme, not human;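 active = primary screen inhibition at 20 µM above a set limit, cut at about 50% in these data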;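 also: plate controls were DMSO with full reaction for no effect and wells lacking NADH for full effect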
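System: Bacterial diaphorase enzyme (C. kluyveri) | Incubation: 16-min room-temperature incubation before reading | Benchmarks: No-NADH positive control and DMSO neutral control | Measured by: Resorufin fluorescence 544/590 nm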
Lmaj promast = Leishmania major promastigote growth inhibition | Leishmania major promastigotes, resazurin fluorescence viability | inhibition, % at 10 µM | 200,000 tested, 9% active;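 also: promastigotes grown with compound for 44 hours at 28 °C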
Diaph act CS = activates diaphorase or chemically reduces, flagging diaphorase assay artifacts; activation factor at 20 µM; Diaphorase/resazurin coupled assay, resorufin fluorescence, 16 min; hits give high values; 1 = vehicle wells, 0 = NADH-free wells; 190,000 tested, 0.005% active;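 active = diaphorase activity raised at least twofold by the compound at 20 µM; inactive = activation factor below 2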
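Measured by – red resorufin fluorescence at 544/590 nm excitation/emission · Test system – Clostridium kluyveri diaphorase, purified enzyme · Incubation – reaction time 16 min, room temperature · Buffer or medium – 50 mM HEPES pH 7.4 with 4.542 mM MgCl2, 0.005% Tween 20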
G6PDH counter = counter-screen for G6PDH assay hits: L. mesenteroides G6PDH inhibition; Purified L. mesenteroides G6PDH, diaphorase/resazurin coupled fluorescence, 45 min; inhibition, % at 5 µM; 200,000 tested, 0.12% active
Active calls of the source: *; . = not tested or not shown. Rule as the data show it, unless noted: active = inhibition above about 50%; inactive = the rest.

SMILES	RAM inhibit	PMI act hi M6P	S1P3 antag	TLR4-MyD88 BLA	Hsp70 act	DTT redox prof	PMI act	Diaphorase inh	Lmaj promast	Diaph act CS	G6PDH counter
Cc1cc(NC(=O)CSc2nnc(-c3cccnc3)n2C)no1	1.0	1.1	-6	-6	0.1	1.7	1.1	11	-4	0.9	13
CCOC(=O)c1ccc(S(=O)(=O)NNC(=O)COc2ccccc2C)cc1	0.7	1	4	-7	-0.4	0.0	1	1	0	1	5
Cc1nc2ncccn2c1-c1csc(Nc2ccccc2)n1	0.9	0.8	-22	10	-0.3	-0.2	0.9	13	15	0.9	-13
O=C(CSCC(=O)N1CCCc2ccccc21)Nc1nc(-c2ccccc2)cs1	4.4	1	-16	9	-0.2	0.2	1	-2	35	1	18
Cc1cc(C(=O)NNC(=S)NC(=O)/C=C/c2ccccc2Cl)n[nH]1	1.8	1.2	.	1	-0.5	0.1	1.1	39	78*	0.6	-8
N#Cc1ccccc1NC(=O)CSc1nnc(-c2ccc(F)cc2)n1-c1ccccc1	1.7	0.9	.	0	0.1	0.2	0.9	10	3	0.9	0
Cc1c(S(=O)(=O)N2CCc3ccccc3C2)c(=O)n(C)c(=O)n1C	0.8	1	-10	3	0.2	-0.4	1	10	-4	0.9	-10
CCOC(=O)CS(=O)(=O)c1ccc(C(F)(F)F)cn1	1.9	0.9	.	9	-0.1	1.7	0.9	28	-4	0.7	-8
CC(C)(C)Nc1c([N+](=O)[O-])c(=O)sc2ccccc12	0.7	0.9	-17	6	-0.2	-0.9	0.9	5	1	0.9	-4
O=c1[nH]c2cc3c(cc2cc1C(c1nnnn1C1CCCC1)N1CCCc2ccccc21)OCCO3 (stereo unspecified)	.	0.7	-18	.	.	.	0.9	21	.	0.8	10
COc1ccc2[nH]c3c(NCc4ccco4)ncnc3c2c1	-1.2	0.9	.	9	-0.2	3.2	0.9	21	51*	0.8	-2
CCc1ccc(NC(=O)CSc2ccccn2)cc1	1.9	1.1	-9	-1	0.3	0.3	1.1	20	-4	0.8	2
CCCc1nc2sc3c(c2c(=O)n1NC(=O)CCC(=O)O)CCCC3	0.2	0.9	.	-2	-0.2	2.0	0.9	10	-10	0.9	-17
CCOC(=O)CSC1=C(C#N)C(C)C2=C(CCCC2=O)N1 (stereo unspecified)	-0.8	1.3	-77	-9	-0.2	2.6	1.3	4	-3	1	2
CC(C)(C)NS(=O)(=O)c1ccc(CCC(=O)N2CCOCC2)cc1	2.5	0.9	.	14	-0.5	0.5	0.8	11	-1	0.9	9
O=C(COC(=O)CC1c2ccccc2CCN1S(=O)(=O)c1ccc(F)cc1)Nc1ccccc1 (stereo unspecified)	8.6*	0.8	-8	-20	-0.2	0.6	0.7	25	4	0.7	-4
C/C(=N\NC(=O)c1cc(C(C)C)[nH]n1)c1ccco1	2.5	0.9	-6	2	-0.3	-0.7	0.8	14	0	0.9	22
CCOC(=O)c1c(C)[nH]c(C(=O)COC(=O)CN2C(=O)C3CCCCC3C2=O)c1C (stereo unspecified)	-0.6	0.9	.	10	-0.3	-0.7	0.9	10	-3	0.9	4
CCCCC(=O)NCCc1ccc(OC)cc1	0.0	1	.	4	0.2	0.2	1	4	-3	1	-8
O/N=C/c1cn(-c2ccccc2)nc1-c1ccc2c(c1)OCCO2	1.9	1	.	1	-0.1	1.6	0.9	21	19	0.8	-5
CCOc1ccc(-c2csc(N)c2C(=O)OC)cc1	4.0	0.8	.	-2	-0.5	-0.3	0.6	14	-4	0.9	17
COc1ccc(-c2nn(-c3ccccc3)cc2/C=N/n2cnnc2)cc1OC	0.0	1	.	-2	0.2	0.4	0.9	11	4	0.9	-30
COc1cc(SC)ccc1C(=O)Nc1cccc(C)n1	0.4	.	2	10	-0.1	0.6	.	.	12	.	5
Cc1nn(C)c(C)c1S(=O)(=O)N1CCC(C(=O)NCCC2=CCCCC2)CC1	1.5	1.1	-22	-1	-0.3	-0.4	1.1	-5	4	1	-3
CNc1nc(N/N=C/c2cc3c(cc2[N+](=O)[O-])OCO3)nc(Nc2ccccc2)n1	1.6	1.1	8	-6	0.1	1.3	1.3	3	65*	1	2
COC(=O)c1ccccc1-c1ccc(C(c2c(C)[nH][nH]c2=O)c2c(C)[nH][nH]c2=O)o1	-0.8	.	-14	4	0.1	-0.9	.	.	100*	.	19
Cc1cc(O)c(-c2n[nH]c3c2C(c2cccc(O)c2)N(Cc2cccnc2)C3=O)cc1Cl (stereo unspecified)	3.7	1	4	4	-0.1	1.6	0.9	4	-7	1	4
O=C1CCCCC1S(=O)(=O)c1ccccc1 (stereo unspecified)	1.6	1	-7	-13	-0.2	-0.1	1	10	4	0.9	1
O=c1c2ccccc2n(Cc2ccc(F)cc2)c(=O)n1C1CCCC1	1.9	0.9	23	10	-0.2	-2.3	0.9	24	12	0.8	-28
O=C(CCc1ccccc1)Nc1ccc(N2CCOCC2)cc1	0.5	1	16	0	-0.1	-2.7	1.1	-3	4	1	4
CC(C)CCN1CCN(Cc2ccc(N3CCNC3=O)cc2)CC1CCO (stereo unspecified)	1.8	1	-10	2	0.1	0.3	1	-14	-5	1.1	7
CCCCCCCCSc1nnc2[nH]c(=O)cc(N)n12	3.6	1	0	-6	-0.2	-0.4	1	-3	-13	1	2
COc1cc(-c2nnc(NC(=O)c3ccc(S(=O)(=O)N4CCOCC4)cc3)o2)cc(OC)c1OC	1.6	1.3	-11	8	-0.1	-0.1	1.3	-4	-1	1	-3
COc1ccc(NC(=O)Nc2ccc3c(c2)CCC3)c(OC)c1	2.8	0.8	14	-15	0.0	0.0	0.8	14	4	0.9	11
CCn1c(SCC(=O)OCC(=O)N2c3ccccc3NC(=O)C2(C)C)nnc1-c1ccco1	0.7	1	-17	-5	-0.4	0.3	1	2	-1	1	7
CC(C(=O)N1CCN(c2ccc([N+](=O)[O-])cc2)CC1)N1C(=O)C2CC=CCC2C1=O (stereo unspecified)	2.1	0.8	12	9	-0.2	0.1	0.8	27	3	0.7	12
CCOC(=O)C1C(=O)NC(N2CCN(Cc3ccccc3)CC2)=NC1c1ccccc1 (stereo unspecified)	0.3	1	.	-4	-0.1	0.3	1	8	-5	0.9	6
CCc1nnc(NC(=O)CSc2nnc(CNc3ccc(OC)cc3)n2CC)s1	-0.1	0.7	-11	18	-0.1	-0.4	0.8	12	7	0.9	16
C=CCn1c(SCC(=O)c2cc(C)n(CCOC)c2C)nc2sc(C)c(C)c2c1=O	5.7	1	.	-3	-0.2	0.0	0.9	4	-1	1	15
O=C(CC(Nc1cccc(Cl)c1Cl)C(=O)O)c1ccccc1 (stereo unspecified)	-0.7	1.1	-2	-2	-0.3	0.2	1	-13	-3	1.1	12
CC1CCC2(CC1)NC(=O)N(CC(=O)N1CCc3ccccc3C1)C2=O (stereo unspecified)	1.9	1	5	-1	-0.1	-0.4	1	9	-2	0.9	-4
O=C(/C=C/c1ccccc1Cl)Nn1cnc2ccccc2c1=O	2.6	1.1	-6	-13	-0.5	0.3	0.9	-1	79*	1	-15
COc1ccc(CC(NC(=O)c2ccccc2)C(=O)NCC(=O)O)cc1 (stereo unspecified)	0.5	1	-1	-11	-0.1	0.0	1	14	-7	0.9	0
CC(=O)Nc1ccc(C(=O)Nc2ccc(S(=O)(=O)N3CCCC3)cc2)cc1	1.7	1	2	-7	-0.4	-0.7	1	19	-6	0.8	12
Cc1ccc([N+](=O)[O-])cc1N(CC(=O)N1CCCCC1)S(C)(=O)=O	1.3	1	-14	-9	0.3	-0.3	1	-3	-7	1	7

Laid out differently: entries from further up
SMILES | RAM inhibit | PMI act hi M6P | S1P3 antag | TLR4-MyD88 BLA | Hsp70 act | DTT redox prof | PMI act | Diaphorase inh | Lmaj promast | Diaph act CS | G6PDH counter
CCOC(=O)C1C(=O)NC(N2CCN(Cc3ccccc3)CC2)=NC1c1ccccc1 (stereo unspecified) | 0.3 | 1 | . | -4 | -0.1 | 0.3 | 1 | 8 | -5 | 0.9 | 6
CC(C)CCN1CCN(Cc2ccc(N3CCNC3=O)cc2)CC1CCO (stereo unspecified) | 1.8 | 1 | -10 | 2 | 0.1 | 0.3 | 1 | -14 | -5 | 1.1 | 7
O=C(/C=C/c1ccccc1Cl)Nn1cnc2ccccc2c1=O | 2.6 | 1.1 | -6 | -13 | -0.5 | 0.3 | 0.9 | -1 | 79* | 1 | -15

(next part)
SMILES	RAM inhibit	PMI act hi M6P	S1P3 antag	TLR4-MyD88 BLA	Hsp70 act	DTT redox prof	PMI act	Diaphorase inh	Lmaj promast	Diaph act CS	G6PDH counter
Cc1ccc(NC(=O)Cn2nc(C)c([N+](=O)[O-])c2C)cc1Cl	-0.8	1	2	4	0.5	0.1	1	2	29	1	1
O=[N+]([O-])c1cnccc1Nc1ccc(F)cc1	1.5	1.1	.	-6	0.4	-1.8	1.1	-7	2	1.1	6
O=C(Nc1ccccc1-c1ccccc1)c1ccc(NC(=O)c2ccco2)cc1	5.7	0.9	.	-7	-0.3	-0.3	0.9	25	14	0.8	-8
CCOc1ccccc1-n1c(=S)sc2c(=O)n(-c3ccc(C)cc3)c(=S)[nH]c21	7.7	0.8	0	-21	0.3	0.2	0.6	47	0	0.5	-5
COc1cc(/C=N/NC(=O)CCc2n[nH]c(=O)[nH]c2=O)ccc1O	-0.8	0.9	-5	15	0.2	-0.6	0.9	8	-6	0.9	-14
COc1ccc2c(c1)[nH]c1c(=O)n(CCN(C)C)cnc12	3.4	1	.	2	0.1	0.0	1	7	8	0.9	4
COc1ccc(C2=C(Nc3ccc(F)cc3)c3ccccc3C2=O)cc1	4.7	1.3	.	6	-0.3	0.1	1.2	-8	-1	1.1	3
COCCn1c(-c2ccc(-c3ccccc3Cl)o2)nc2c1c(=O)[nH]c(=O)n2CC(C)C	4.4	1	-11	10	-0.4	2.7	1	17	2	0.8	3
CS(=O)(=O)N(CC(=O)NCc1ccc2c(c1)OCO2)C1CCCCC1	2.1	1	-9	-9	0.0	-0.5	1	5	0	0.9	0
O=C(Nc1ccc(Br)cc1)C1CCN(C(=O)c2ccc(F)cc2)CC1	0.4	0.9	1	-10	-0.2	0.6	0.9	19	-1	0.8	3
Cc1cc(C)nc(SCc2ccc(C(=O)NN=C3CCCC3)cc2)n1	2.4	1	-1	6	0.0	4.1	0.9	13	-4	0.9	4
